# Siah-1 displacement – Siah-1 peptide-binding antagonists, primary screen, biochemical, fluorescence polarization, rhodamine-plectin, uHTS (AID 1817). displacement, % at 20 µM, or IC50 in µM where a hit was titrated. 0.02% of 290,000 active. E3 ubiquitin-protein ligase SIAH1 (Homo sapiens). Siah-1 / rhodamine-plectin peptide fluorescence polarization; higher % means a stronger effect;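 active = displacement of at least 50% at 20 µM, with a fluorescence ratio check between 0.3 and a set limit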;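 note: plate controls were Siah plus tracer with DMSO for no effect and tracer alone without Siah for full effect; strong numbers were not always called active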
# XIAP displacement – XIAP antagonists, biochemical, IAP family, fluorescence polarization (AID 1018); XIAP BIR domain, fluorescence polarization peptide displacement; higher % means a stronger effect; 0.007% of 200,000 active; E3 ubiquitin-protein ligase XIAP (Homo sapiens); displacement, % at 20 µM; hits with a dose series show IC50 in µM; in the data active = displacement above about 50%; note: a part of the inactive calls stands beside numbers as strong as those of hits
# P. falciparum M1AAP – P. falciparum M1AAP inhibitors, biochemical, fluorogenic H-Leu-NHMec substrate, 1536-well (AID 1445) | 0.42% of 220,000 active | Aminopeptidase N (Plasmodium falciparum (isolate 3D7)) | recombinant M1AAP, H-Leu-NHMec fluorogenic kinetic assay; higher % means a stronger effect | inhibition, % at 30 µM; hits with a dose series show IC50 in µM;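 active = primary inhibition above the hit cutoff, then over 50% inhibition at one or more dose response concentrations, cut at about 23% in these data, passing the limit was not always enough; inconclusive = conflicting primary data, or primary hits not chosen for dose response; inactive = low primary inhibition, or under 50% at every dose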;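 note: plate controls were DMSO full reaction for no effect and no enzyme background for full effect; strong numbers were not always called active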
# West Nile virus CPE – West Nile virus antiviral activity, cell-based, CPE readout (AID 1621); West Nile virus-infected cells, CPE inhibition; higher % means a stronger effect; 0.02% of 290,000 active; CPE inhibition, % at 10 µM; hits with a dose series show IC50 in µM; in the data active = a potency from the dose series; inconclusive = CPE inhibition mostly from about 3.7% at the one dose, without a potency; inactive = the rest, 99 in 100 with CPE inhibition below about 2.2%; note: strong numbers were not always called active
# PMI inhibition – human PMI inhibitors, high substrate, primary screen, biochemical, fluorescence intensity, high mannose 6-phosphate (AID 1220) | recombinant PMI enzyme, coupled fluorescence intensity; higher % means a stronger effect | inhibition, % at 20 µM, or IC50 in µM where a hit was titrated | 0.66% of 190,000 active; in the data active = inhibition above about 50%
# CSM14.1 death rescue – rescue of cells from ER stress-induced death, primary screen, 384-well, CSM14.1, thapsigargin, ATP luminescence (AID 1222); CSM14.1 thapsigargin-induced death rescue, ATP luminescence; higher % means a stronger effect; one-dose cellular ATP content (survival), % at 20 µM; EC50 in µM for titrated hits; 190,000 tested, under 10 active;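 active = EC50 below 50 µM in the dose-response confirmation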;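 note: death triggered by thapsigargin at about 15 µM added after 2 h compound pretreatment; cell ATP read after overnight thapsigargin exposure of roughly 18 to 22 hours; normalized against plate controls of thapsigargin alone and 5% DMSO vehicle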
# P. falciparum M17LAP – P. falciparum M17LAP inhibitors, primary screen, biochemical, fluorogenic H-Leu-NHMec substrate, 1536-well (AID 1619); 0.38% of 220,000 active; Leucine aminopeptidase (Plasmodium falciparum (isolate 3D7)); inhibition, % at 30 µM; hits with a dose series show IC50 in µM; recombinant M17LAP, H-Leu-NHMec fluorogenic kinetic assay; higher % means a stronger effect;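 active = compound inhibiting the enzyme by more than half at any dose during confirmatory dose-response retesting; inconclusive = strong single-dose inhibitors picked by rank but not retested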;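 note: plate controls were full reaction with DMSO carrier for no effect and no enzyme background for full effect; strong numbers were not always called active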
# PhoP inhibition – inhibitors of PhoP regulon expression, primary screen, Salmonella Typhimurium, GFP reporter (AID 1863). S. Typhimurium PhoP-regulated promoter GFP reporter, 4 h; higher % means a stronger effect. one-dose inhibition, % at 50 µM; IC50 in µM for titrated hits. 0.16% of 300,000 active;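 active = inhibition over 29.93%, a cutoff 3 SD above the screen mean, later confirmed by dose response; inconclusive = inhibition over 29.93% but no dose response follow-up; inactive = inhibition at most 29.93% or unconfirmed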;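 note: 0% = low Mg2+ inducing control and 100% = high Mg2+ repressing control; strong numbers were not always called active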
# Yfh1-depleted yeast – enhancers of respiration in Yfh1-depleted yeast, dose response, Friedreich's ataxia, plus single-dose screen (AID 1465); S. cerevisiae Yfh1-off respiration, WST-1 reduction, 72 h; higher fold induction means a stronger effect; fold induction at 50 µM; hits with a dose series show EC50 in µM; 0.074% of 220,000 active;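 active = fold induction of absorbance versus untreated yeast above a set limit, then at least 30% activation at any dose in follow-up; inconclusive = repeats straddling the limit, or above it without dose testing; inactive = fold induction below the set limit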;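 note: activators that raise dye reduction in frataxin-depleted yeast; strong numbers were not always called active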
# Active calls of the source: *; i = inactive; ? = inconclusive; / = not tested or not shown. Some of the compounds tested (hit frequency here may not be typical).
SMILES,Siah-1 displacement,XIAP displacement,P. falciparum M1AAP,West Nile virus CPE,PMI inhibition,CSM14.1 death rescue,P. falciparum M17LAP,PhoP inhibition,Yfh1-depleted yeast
OC(C#CCN1CCOCC1)(c1ccccc1)C1CCCC1 (centres undefined),8.0%,-5.8%,-2.2%,-0.1%,-20.4%,-2.3%,2.5%,3.9%,i
CNC(=O)OCCc1nccn1C,-6.0%,1.4%,1.2%,-0.3%,2.0%,-0.9%,5.0%,-10.3%,i
CCn1ccnc1CN1CCCC(C(=O)c2cccc(C(F)(F)F)c2)C1 (centres undefined),-0.5%,-2.1%,2.8%,-0.9%,-0.8%,1.2%,-3.4%,13.4%,i
COc1ccc(-c2[nH]ncc2CNC(C)Cc2cccc(C)n2)cc1F (centres undefined),3.9%,-1.3%,2.6%,-1.0%,-7.5%,-0.4%,0.5%,1.3%,i
CC1(C)CC(CCNCc2ccc3c(c2)OCO3)(Cc2ccccc2)CCO1 (centres undefined),-5.0%,-5.4%,1.4%,-0.7%,/,-1.6%,11.9%,-6.3%,i
O=C1C(=O)c2cccc3cccc1c23,-6.0%,-4.6%,17.9%,0.4%,44.3%,0.9%,7.9%,-4.3%,i
CCOC(=O)C(O)(c1ccc(NC(=O)c2ccco2)c(OC)c1)C(F)(F)F (centres undefined),4.6%,-7.5%,10.3%,-0.2%,6.6%,3.5%,4.9%,-2.0%,i
CCCCOP(=O)(CN1CCOCC1)OCCCC,0.8%,-9.9%,-0.6%,0.1%,-2.6%,1.3%,16.1%,-1.6%,i
CC(C)n1cc(C(=O)N(CC(=O)NC2CCCC2)Cc2ccccc2)cn1,3.5%,0.4%,-1.5%,-0.8%,-0.1%,0.9%,0.5%,2.2%,i
N#Cc1cc2c(nc1SCC(=O)Nc1ccc(Cl)cc1)C1CCN2CC1,-2.9%,-3.9%,6.3%,-0.1%,-2.2%,-0.2%,-4.5%,8.2%,i
C=CCN1C(=O)/C(=C/c2cc(C)n(-c3cccnc3)c2C)C(=O)NC1=S,-0.8%,-4.0%,22.8%,-0.3%,/,-3.1%,33.6%,-15.5%,i
CCNC(=O)NC(=O)C(C)OC(=O)c1c(C)nn(Cc2ccccc2)c1Cl (centres undefined),-4.3%,-5.1%,-1.8%,-0.7%,11.9%,4.5%,4.3%,11.1%,i
CCCC1(CCC)C(=O)NC(=Nc2ccc(C)cc2)NC1=O,-5.0%,-6.0%,16.2%,0.1%,2.5%,-1.2%,10.7%,4.7%,i
CC1=C(C(=O)O)N2C(=O)C(NC(=O)CCCC(=O)O)C2SC1 (centres undefined),-2.5%,-3.2%,4.8%,0.1%,-0.2%,-1.7%,9.5%,-7.1%,i
Cn1c(O)c(C=Nc2ccc3c(c2)CCC3)c(=O)n(C)c1=O,-1.4%,-1.4%,/,0.3%,8.6%,-1.1%,/,/,i
O=C(N/N=C\C1C(=O)NC(=S)N(c2ccccc2)C1=O)c1ccc(O)cc1 (centres undefined),-12.9%,-4.3%,2.2%,0.5%,-73.9%,-0.7%,45.3%,-12.5%,i
C=CCC1(Nc2ccccc2)CC(C)N(C)CC1C (centres undefined),-0.6%,/,4.6%,-0.6%,/,/,1.7%,-10.3%,i
Cc1ccc(S(=O)(=O)NC(CC(=O)N2CCC3(CC2)OCCO3)c2ccco2)cc1 (centres undefined),-4.0%,-2.5%,-4.7%,0.2%,2.9%,-3.1%,-7.2%,10.4%,i
c1ccc(C2CC3CC4(CCCC4)N2O3)cc1 (centres undefined),8.7%,-2.9%,13.6%,-0.2%,16.3%,-1.2%,-7.4%,1.2%,i
CC(C)(C)c1cc([N+](=O)[O-])cc(C(C)(C)C)c1O,2.4%,-4.5%,8.2%,/,20.2%,-0.4%,13.3%,-4.9%,/
CCOP(=O)(OCC)c1nc(/C=C/c2ccccc2)oc1NCc1ccc(OC)cc1,-4.9%,-5.0%,128µM*,-0.1%,7.7%,6.2%,-24.3%,-1.3%,i
c1ccc2oc(N3CCNCC3)nc2c1,1.1%,-6.2%,2.3%,0.1%,9.9%,-0.5%,12.9%,-6.8%,i
OC(c1ccccc1)(c1ccc(Cl)cc1)C1CN2CCC1CC2 (centres undefined),-12.0%,/,-2.2%,-0.7%,/,/,-4.3%,-6.6%,i
Cc1oc(-c2ccccc2)nc1CN1C(=O)C(C)N=C(c2ccccc2F)c2cc(Cl)ccc21 (centres undefined),8.7%,-4.9%,0.0%,/,9.8%,1.3%,-6.0%,4.0%,/
O=C1NC(=O)C(=Cc2cc([N+](=O)[O-])ccc2N2CCCCC2)C(=O)N1,-1.9%,-6.0%,6.1%,-0.1%,9.2%,0.6%,11.5%,-6.9%,i
CCCC[N+]12CCC(CC1)C(=C(c1ccccc1)c1ccccc1)C2,-3.9%,-9.8%,?,-0.2%,5.1%,-1.8%,3.7%,-11.4%,i
COc1cccc(OC)c1C1=NCC(=O)Nc2c1oc1ccc(Br)cc21,2.0%,-7.2%,14.8%,0.2%,18.2%,/,3.0%,2.7%,i
Cc1cccc(NC(=O)CSc2nnc([C@@H](N)Cc3c[nH]c4ccccc34)o2)c1C,3.6%,-2.5%,5.3%,-0.4%,-1.0%,0.5%,1.4%,-1.0%,i
CN1CCC(OC(=O)C2c3ccccc3Oc3ccccc32)CC1,2.1%,-5.0%,5.5%,0.4%,0.2%,-1.3%,-6.1%,-2.7%,i
Cc1ccccc1N1C(=O)CC(=O)NC1=O,3.1%,-2.3%,3.9%,0.8%,-3.2%,-0.3%,4.4%,-20.4%,i
CCCCn1c(O)c(C(=O)/C=C/c2ccc3c(c2)OCO3)c(=O)[nH]c1=O,-8.6%,/,1.4%,1.0%,/,/,19.4%,-23.3%,i
BrCC1C[n+]2c(SCc3ccccc3)nc3sc4c(c3c2O1)CCCC4 (centres undefined),8.6%,/,-10.1%,0.3%,/,/,4.5%,0.2%,i
Cc1ccc(N2C(=O)NC(=O)/C(=C\C=C\c3ccco3)C2=O)cc1,12.1%,/,8.3%,0.1%,/,/,8.8%,-3.6%,i
Cc1ccc2c(c1)CC1(CN2C)C(=O)NC(=O)N(c2cc(C)ccc2C)C1=O (centres undefined),1.8%,0.6%,4.8%,-0.3%,-64.1%,0.6%,0.0%,-8.8%,i
CC(=O)C1C2c3ccccc3O[C@@]1(C)N=c1s/c(=C/c3ccoc3)c(=O)n12 (some centres undefined),1.3%,-16.3%,10.1%,-0.3%,-31.8%,-1.4%,13.7%,19.1%,i
CP(=O)(Nc1ccccc1)C(Cl)(Cl)Cl (centres undefined),-2.4%,-4.8%,-0.5%,-0.3%,-9.2%,-0.8%,-6.1%,5.7%,i
Cc1nn(CCC#N)c2c1P(=S)(N1CCCC1)OC(c1ccc(F)cc1)=N2 (centres undefined),0.8%,-3.2%,4.2%,-0.2%,2.3%,1.0%,-41.0%,6.7%,i
CN1CCC(OC(=O)Cc2ccccc2)CC1,0.1%,-7.4%,/,0.3%,-0.2%,-1.1%,/,/,i
O=C(N/N=C/c1c(O)n(Cc2ccc(F)cc2)c(=O)[nH]c1=O)c1ccccc1,-7.6%,/,-2.8%,-0.2%,/,/,-1.7%,1.6%,i
O=C1NC(c2cccnc2)Nc2sc3c(c21)CCCC3 (centres undefined),3.1%,-7.1%,5.0%,-0.2%,10.6%,0.1%,-13.3%,3.9%,i
CCOC(=O)c1ccc(N=C(c2ccccc2)c2c(O)n(C)c(=O)n(C)c2=O)cc1,5.8%,/,1.6%,0.4%,/,/,3.9%,-5.4%,i
CC(=NCc1ccco1)c1c(O)n(Cc2ccccc2)c(=O)[nH]c1=O,-4.5%,0.9%,7.0%,-0.5%,6.1%,1.8%,-4.3%,-3.7%,i
CCOCCCN=Cc1c(O)n(Cc2ccccc2)c(=O)[nH]c1=O,4.8%,-3.2%,-5.3%,-0.2%,4.0%,0.3%,-10.2%,-6.0%,i
CN1CCN(C(=O)Cc2nc3ccccc3[nH]2)CC1,-1.4%,/,1.4%,/,-2.7%,-1.1%,-13.3%,-7.5%,/
O=C(CCNS(=O)(=O)c1ccccc1)Nc1ccc(Cl)cc1C(=O)c1ccccc1,-1.7%,-8.6%,8.8%,?,-9.4%,-2.5%,4.8%,-1.3%,i

# Brought forward from above: 3 entries, followed by the next part.
SMILES,Siah-1 displacement,XIAP displacement,P. falciparum M1AAP,West Nile virus CPE,PMI inhibition,CSM14.1 death rescue,P. falciparum M17LAP,PhoP inhibition,Yfh1-depleted yeast
CCOCCCN=Cc1c(O)n(Cc2ccccc2)c(=O)[nH]c1=O,4.8%,-3.2%,-5.3%,-0.2%,4.0%,0.3%,-10.2%,-6.0%,i
CN1CCN(C(=O)Cc2nc3ccccc3[nH]2)CC1,-1.4%,/,1.4%,/,-2.7%,-1.1%,-13.3%,-7.5%,/
O=C(CCNS(=O)(=O)c1ccccc1)Nc1ccc(Cl)cc1C(=O)c1ccccc1,-1.7%,-8.6%,8.8%,?,-9.4%,-2.5%,4.8%,-1.3%,i
CCCCC(CC)COCCCN=Cc1c(O)[nH]c(=S)[nH]c1=O (centres undefined),-0.6%,/,3.4%,0.3%,/,/,1.1%,1.0%,i
O=C(NC12CC3CC(CC(C3)C1)C2)OC1CN2CCC1CC2 (centres undefined),10.8%,/,5.8%,0.1%,/,/,-1.9%,-1.7%,i
CN1C(=O)N(C)C(=O)C(CCc2ccncc2)(CCc2ccncc2)C1=O,0.4%,-16.6%,3.1%,0.1%,3.0%,-0.1%,-7.1%,2.6%,i
N#CCP(=S)(c1ccccc1)c1ccccc1,-5.8%,-0.9%,3.7%,-0.4%,-4.0%,-7.9%,-10.4%,5.4%,i
CN1CCC(N(C)c2ncnc3ccc(Br)cc23)CC1,1.1%,-0.9%,5.0%,0.3%,3.6%,/,17.4%,1.5%,i
COc1cccc(NP(=O)(Oc2ccccc2)Oc2ccccc2)c1,-1.2%,-17.3%,8.8%,-0.1%,14.7%,1.9%,-8.5%,0.6%,i
Cc1ccc2c(c1)C1CN(C)CCC1N2C(=O)Cc1cccs1 (centres undefined),1.5%,-1.0%,-2.3%,-0.6%,6.7%,-0.1%,-1.2%,12.8%,i

# Bioassay records deposited in PubChem by several laboratories.
